Assay outcomes as filed in PubChem.
MBNL1 CUG block: blocks human MBNL1 binding to CUG repeat RNA; Potency, µM (doses to about 57.5 µM), inactives show at the top dose activity change, negative = inhibition, usual class: inhibitors; 280,000 compounds, 0.036% hits; AID 2675; TR-FRET MBNL1-His/biotin-(CUG)12 binding, 665/545 ratio; active = well fitted inhibition curve with a large enough effect in the signal ratio, with a control signal flat, not every such curve was filed as active; inconclusive = small, poorly fitted or top-dose-only effect, or effect the other way, or a change in a side signal; inactive = no such curve, though single readings can be large or run the other way; the % refers to the signal ratio; note: potency is the fitted concentration of half-maximal effect; % is set by controls: 0 for no effect and ±100 for the full control effect
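MBNL1-His + Biotin-(CUG)12, cpd titration 92 nM–58 uM; Tb anti-His Ab 0.055 ng/ul, SA-XL665 5 nM (final); 60 min RT; ratiometric 665/545 nm, Ex 340 nm; normalized to buffer and full-complex controls.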
Mito fusion yeast: mitochondrial division inhibition or fusion activation | S. cerevisiae fusion-defective mutant growth rescue, CellTiterGlo 48 h | Potency, µM (titrated, usually from 46.1 µM), for inactives: top-dose growth rescue (activation), most hits filed as activators | 320,000 compounds, 0.23% hits;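 note: potency is the fitted concentration of half-maximal effect; % of control where 0% means no effect; nearly all actives have a fitted effect of over 45% in size; temperature-sensitive fusion mutants such as fzo1-1 at 37 °C on non-fermentable ethanol glycerol medium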
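Compounds are tested for their ability to restore growth of mitochondrial fusion-defective yeast strains at non-permissive 37C in YPEG medium over 48 hours. Viability is quantified by luciferase luminescence.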
PKM2 activator: activators of human pyruvate kinase M2. AID 1631. purified PKM2, Kinase-Glo ATP luminescence, activation; response scale: 0% is enzyme alone, no compound. 260,000 compounds, 0.34% hits. P14618. Potency, µM (doses to about 57.5 µM), without a hit: at the top dose activation, most hits filed as activators; note: potency is the fitted concentration of half-maximal effect; % is set by controls: 0 for no effect and ±100 for the full control effect; nearly all actives have a fitted effect of over 55% in size
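ATP formation by purified human PK-M2, quantified via coupled luciferase luminescence after 1 h at room temperature with 0.1 mM ADP and 0.5 mM PEP final.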
TSHR antag: blocks TSH signaling through the human TSH receptor; TSHR-expressing cells, TSH-stimulated cAMP HTRF, 2 h; stronger effect = lower value; activity change, negative = inhibition, % at 11.5 µM; 330,000 compounds, 0.2% hits;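 active = activity change below a set negative limit, meaning inhibition stronger than a set level, cut at about -70% in these data; inconclusive = activity change between two set negative limits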; note: % is set by controls: 0 for no effect and ±100 for the full control effect
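Antagonism was scored as loss of TSH-driven cAMP in TSHR cells, stimulated with 4nM TSH (EC80) for 2 hours at 37 deg C and detected by homogeneous HTRF competition immunoassay.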
Menin MLL FP TR: displaces Texas Red mutant MLL peptide from human menin | Potency, µM (doses to about 61.6 µM), inactives show at the top dose FP activity change, negative = inhibition, usual class: inhibitors | Menin + Texas Red MLL mutant peptide, fluorescence polarization | 270,000 compounds, 0.23% hits | O00255 | AID 1768; active = well fitted inhibition curve with a large enough effect in the polarisation, with a control signal flat, not every such curve was filed as active; inconclusive = small, poorly fitted or top-dose-only effect, or effect the other way, or a change in a side signal; inactive = no such curve, though single readings can be large or run the other way; the % refers to the polarisation; note: potency is the fitted concentration of half-maximal effect; % of control where 0% means no effect; many of its hits are not listed in these tables
BCR signal inh: inhibitors of chronic active B-cell receptor signaling; ABC-DLBCL IkBa-CBG/CBR reporter, luminescence ratio, 4 h; 340,000 compounds, 0.05% hits; Potency, µM (doses to about 46.1 µM), inactives show at the top dose ratio change, negative = lower green/red ratio, most hits filed as inhibitors; active = well fitted inhibition curve with a large enough effect in the signal ratio, with a control signal flat, not every such curve was filed as active; inconclusive = small, poorly fitted or top-dose-only effect, or effect the other way, or a change in a side signal; the % refers to the signal ratio;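 note: potency is the fitted concentration of half-maximal effect; plate controls were basal doxycycline-induced cells for no effect and cells given 10 µM MG132 for full effect; MG132 reads +100%, hits lower the ratio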
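Doxycycline induced both beetle luciferases in TMD8 lymphoma cells; IKK-driven degradation limits the IkappaBalpha-fused green signal, while red luminescence normalises for cell number and nonspecific effects. Compounds tested up to 46 uM, 4 hrs.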
GALK inh: blocks human galactokinase activity; P51570; Purified GALK, Kinase-Glo residual ATP luminescence; Potency, µM (titrated, usually from 57.5 µM), for the others: at the highest dose activity change, negative = inhibition, usual class: inhibitors; 270,000 compounds, 0.007% hits; note: potency is the fitted concentration of half-maximal effect; % is set by controls: 0 for no effect and ±100 for the full control effect
Target sequence (P51570 whole entry, looked up): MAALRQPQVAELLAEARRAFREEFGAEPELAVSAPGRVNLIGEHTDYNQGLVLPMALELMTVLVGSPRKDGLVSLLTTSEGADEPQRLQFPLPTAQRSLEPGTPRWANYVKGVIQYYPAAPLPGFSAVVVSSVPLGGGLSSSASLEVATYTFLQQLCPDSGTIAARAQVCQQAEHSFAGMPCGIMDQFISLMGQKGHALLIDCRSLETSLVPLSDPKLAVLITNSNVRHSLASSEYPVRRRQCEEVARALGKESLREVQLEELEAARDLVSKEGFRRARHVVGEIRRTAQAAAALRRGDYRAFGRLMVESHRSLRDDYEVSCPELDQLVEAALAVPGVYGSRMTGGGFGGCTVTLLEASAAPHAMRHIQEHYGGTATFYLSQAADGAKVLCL
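The enzyme phosphorylates galactose (100 uM) using ATP (35 uM); inhibition is detected as higher residual ATP, quantified by bioluminescence after 1 h reaction at room temperature, pH 8.0.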
Eya2 phos inh: blocks the phosphatase activity of human Eya2; 330,000 compounds, 0.006% hits; recombinant Eya2, OMFP fluorescence dephosphorylation (OMFP is methylfluorescein phosphate); Potency, µM (top dose mostly 76.9 µM), for inactives: at the highest dose activity, negative = inhibition, most hits filed as inhibitors; note: potency is the fitted concentration of half-maximal effect; % is set by controls: 0 for no effect and ±100 for the full control effect
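Eya2 (0.2 uM) preincubated 10 min at ambient with compound, then OMFP substrate added at 50 uM; 10 min reaction in 50 mM HEPES pH 7.5, 50 mM NaCl, 5 uM MgCl2, 0.05% BSA, 1 mM DTT. Fluorescence read at Ex 485/Em 525 nm.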
hERG WT inh: inhibitors of human wildtype KCNH2 potassium channel | Q12809 | U2OS, BacMam KCNH2, thallium flux FluxOr; stronger effect = lower value | activity change, % at 1.84 µM | 340,000 compounds, 0.37% hits | AID 720551;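 active = maximum activity change below -70%; inconclusive = maximum activity change between -70% and -50%; inactive = maximum activity change above -50%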; note: % is set by controls: 0 for no effect and ±100 for the full control effect
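U2OS cells transduced with wild-type KCNH2 virus are loaded with FluxOr dye for 45 min, and thallium flux is measured in kinetic reads before and after stimulation buffer. Rate constants are normalized to DMSO controls.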
S-ASM inh: human S-ASM enzyme inhibition; P17405; placental ASM, HMU-PC fluorogenic substrate, 60 min; Potency, µM (series often up to 57.5 µM), without a hit: at the top dose activity change, negative = inhibition, usual class: inhibitors; 340,000 compounds, 0.006% hits; AID 504937; note: potency is the fitted concentration of half-maximal effect
Target sequence (P17405 47-631 limits assumed): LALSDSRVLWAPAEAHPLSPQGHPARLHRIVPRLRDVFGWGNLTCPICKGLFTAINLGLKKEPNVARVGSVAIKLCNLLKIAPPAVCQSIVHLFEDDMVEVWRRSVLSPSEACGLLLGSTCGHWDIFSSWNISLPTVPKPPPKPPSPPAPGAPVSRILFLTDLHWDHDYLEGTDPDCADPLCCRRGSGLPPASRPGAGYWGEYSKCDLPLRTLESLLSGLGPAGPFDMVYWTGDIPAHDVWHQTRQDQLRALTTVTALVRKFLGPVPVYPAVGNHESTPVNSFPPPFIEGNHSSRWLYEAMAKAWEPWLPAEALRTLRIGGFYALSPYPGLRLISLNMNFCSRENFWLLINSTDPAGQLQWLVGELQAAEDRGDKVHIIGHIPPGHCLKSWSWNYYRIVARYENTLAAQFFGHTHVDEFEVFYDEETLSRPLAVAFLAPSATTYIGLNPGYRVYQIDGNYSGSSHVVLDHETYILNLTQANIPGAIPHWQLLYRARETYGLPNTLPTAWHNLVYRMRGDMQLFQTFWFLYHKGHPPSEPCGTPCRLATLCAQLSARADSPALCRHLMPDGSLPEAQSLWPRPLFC
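HMU-PC0 cleavage (9 uM final) by human placental ASM, 60 min at 37 °C following 10 min compound exposure at RT; stopped at pH 10, fluorescence Ex 386/Em 447 nm.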
USP2a block: blocks human ubiquitin-specific protease USP2a; O75604; USP2 core, Ub-CHOP2 coupled fluorogenic reporter, 485/531; Potency, µM (series often up to 38.3 µM), for inactives: at the highest dose activity change, negative = inhibition, most hits filed as inhibitors; 330,000 compounds, 0.01% hits; AID 463254;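 note: potency is the fitted concentration of half-maximal effect; plate controls were DMSO wells for no effect and full inhibition by NEM control for full effect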
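Cell-free coupled assay: 10nM USP2 core preincubated 30min RT with compound in Tris-HCl pH 8.0/CaCl2/CHAPS buffer, then 25nM Ub-CHOP2 and 25nM reporter substrate; fluorescence (Ex 485/Em 531) read after 60min RT, normalized to NEM inhibition, concentration-response curves fitted.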
An asterisk follows results filed as active; u = inconclusive; x = no result given; [ ] = dose if it differs, or a comment. Unless noted, calls come from the whole dose curve; as a rule, active = well fitted curve in the direction sought with a large enough effect; inconclusive = small, poorly fitted or top-dose-only effect, or another doubt; inactive = no such curve, though single readings can be large; an effect the other way counts as inactive or inconclusive.

SMILES | MBNL1 CUG block | Mito fusion yeast | PKM2 activator | TSHR antag | Menin MLL FP TR | BCR signal inh | GALK inh | Eya2 phos inh | hERG WT inh | S-ASM inh | USP2a block
CCOc1ccccc1OCCOCCN1CCN(Cc2ccccc2)CC1 | -4% | 4% | 4% | -4 | -17% | 0% | -1% | -2% | 10 | -3% | 0%
COc1ccc(-c2csc3ncnc(N4CCN(S(=O)(=O)c5ccc(C(C)=O)cc5)CC4)c23)cc1 | x | 1% | x | -19 | x | 2% | x | 6% | -18 | -12% | -1%
CC(C)CC(=O)NC(=S)Nc1ccccc1N1CCCC1 | 4% | -4% | 1% | -1 | x | 0% | 1% | 7% | -1 | 0% | 9%
C=CCNC(=O)c1c(-c2c(F)cccc2Cl)noc1C | 1% | -3% | 0% | 1 | 11% | -9% | -2% | 12% | 10 | 1% | 0%
C[C@]12C(=O)N(c3ccc(Cl)cc3)C(=O)N1[C@H]1c3ccccc3OC[C@@H]1[C@H]2c1ccccc1 | 3% | 5% | -1% | -8 | 0% | u | x | 11% | -21 | -3% | 1%
O=C(c1cc2ccccc2o1)N1CCN(c2ncccn2)CC1 | x | x | x | 15 | x | 4% | x | -18% | 3 | 0% | 1%
COc1ccc(OCC(O)Cn2c(N)nc3c2c(=O)[nH]c(=O)n3C)cc1 (stereo unspecified) | -6% | -4% | -2% | 20 | x | u | -1% | u | -36 | 0% | 10%
CC1N(C)c2cc(NC(=O)c3ccco3)ccc2C1(C)C (stereo unspecified) | u | -1% | -2% | -10 | u | -16% | 0% | -7% | -2 | 1% | -1%
COc1cc(C[C@@H](C)[C@@H](C)Cc2ccc(O)c(OC)c2)ccc1O | x | x | x | -6 | x | 1% | x | -2% | 12 | u | 2%
O=C(C1CCN(c2nnc(-n3cccc3)s2)CC1)N1CCOCC1 | 2% | -4% | 0% | 3 | -1% | 5% | -1% | -3% | 6 | 87%[activator] | 3%
Cc1ccc(CC(=O)N2CCN(S(=O)(=O)c3ccccc3)CC2)cc1C | x | -2% | x | 11 | x | 0% | x | -15% | 5 | 0% | -6%
CN(C)CCn1c2c(c(SCC(=O)Nc3ccc4c(c3)OCCO4)nc1=O)CCCC2 | x | 0% | x | 11 | x | u | x | -22% | -1 | -2% | 0%
CC(C)(C)NC(=O)C(=O)NNC(=O)COc1ccc(Br)cc1 | 2% | 1% | 6% | 10 | 1% | 3% | -5% | 4% | -1 | -1% | 2%
CC(NC(=O)c1cc2cc(Cl)ccc2oc1=N)c1ccccc1 (stereo unspecified) | 8% | 1% | -1% | 9 | 21% | 3% | 4% | -10% | -9 | -3% | 2%
CCn1c(C)c(C)c2cc(C(=O)NCCc3ccco3)ccc21 | 0% | 7% | 28µM* | -11 | 7% | 8% | 8% | -8% | -6 | -5% | -1%
COc1ccc(OC)c(-n2c(SCC(=O)N3CCc4ccccc43)nc3c(c2=O)SCC3)c1 | u | 7% | -1% | -13 | -12% | -6% | 0% | -11% | -9 | -1% | -3%
CN1CCN(C(c2ccc(C(F)(F)F)cc2)c2ccc3cccnc3c2O)CC1 (stereo unspecified) | 7% | 8% | 3% | -6 | 6% | u | 0% | -2% | -2 | -5% | -2%
OC(c1ccccn1)(c1ccccn1)c1ccccn1 | u | 12% | -20% | 34 | x | -4% | 5% | 11% | 7 | -2% | 5%
CN1C(=O)CSc2ccc(C(=O)O)cc21 | -23% | -2% | -2% | -1 | 2% | 8% | 2% | 21% | -5 | 6% | 4%
O=C(Nc1ccc(C(=O)N2CCN(c3ccccc3)CC2)cc1)C1=CSCCO1 | 8% | 8% | 7%[0.46 µM] | -6 | -7% | -1% | 1% | 4% | 2 | 0% | 0%
COCC(C)NC(=O)Cn1c(SCc2ccccc2)nc2ccccc21 (stereo unspecified) | -9% | -2% | -8% | -30 | -21% | -8% | 2% | -3% | -1 | 21% | 5%
COC(=O)/C=C/c1c(C)nc(NCc2ccccc2)nc1Cl | 16% | 6% | x | 2 | -20% | 12% | 0% | 3% | -7 | 165%[activator] | 2%
COc1ccc(C(=O)NC(=S)NC(C)C)cc1Br | -13% | -8% | 2% | -10 | x | -3% | -2% | -8% | 9 | -4% | 0%
COc1cc(C(=O)N/C(=C/c2ccc(F)cc2)C(=O)NC(C(=O)O)c2ccccc2)cc(OC)c1OC (stereo unspecified) | 1% | -6% | x | 22 | u | -2% | -7% | -9% | 4 | 4% | 7%
CCN1CCN(CC(=O)Nc2ccc(C)c(Br)c2)CC1 | 4% | -1% | x | 5 | u | 3% | 5% | 0% | 11 | 0% | 1%
CN(Cc1ccccc1)C(=O)COC(=O)c1ccc2c(c1)OCO2 | -5% | -3% | 2% | 6 | 12% | -6% | 0% | 12% | 9 | -1% | -1%
Cn1c(CC(=O)Nc2ccccc2)nnc1SCC(=O)NC1CCCC1 | 2% | 2% | x | -12 | 10% | -1% | 1% | -25% | 5 | 1% | 1%
COc1ccc(Oc2nc(-c3cccnc3)nc3ccccc23)cc1 | 16% | 5% | 1% | 5 | x | u | 4% | 11% | -15 | -8% | 1%
COc1ccc(CC(=O)Nc2ccc(S(=O)(=O)NCC3CCCO3)cc2)cc1 (stereo unspecified) | 2% | 4% | 11% | -6 | -16% | 5% | 0% | -21% | 1 | -1% | 1%
Fc1ccc(Nc2ccnc(C(F)(F)F)c2)cc1 | -3% | -11% | x | 2 | 17% | 1% | 4% | -2% | 4 | 2% | 1%
COc1cccc(SCc2noc(C(=O)NC(C)C)c2C(=O)NC(C)C)c1 | x | -1% | x | -3 | x | 5% | x | -10% | x | 2% | 1%
O=C(COc1ncnc2cc([N+](=O)[O-])ccc12)NCCc1ccc(Cl)cc1 | u | -13% | -9% | -15 | u | -3% | -1% | -2% | 16 | 4% | 2%
Nc1ccc(C(=O)NCc2ccccc2)cc1 | -2% | 2% | 1% | 6 | -2% | -9% | 1% | 5% | -3 | 3% | 0%
O=C(Nc1ccc(S(=O)(=O)N2CCCC2)cc1)c1ccccc1 | x | 4% | x | -4 | x | 4% | x | -6% | 4 | 0% | 0%
NC(=O)c1ccccc1OCC(=O)N1CCCC1c1ccc2c(c1)OCCCO2 (stereo unspecified) | x | 2% | x | 0 | x | -7% | x | 15% | 1 | x | -1%
Cc1cccc(-n2nnc3c(=O)n(CC(=O)Nc4cc(C)on4)cnc32)c1 | 5% | -1% | 3% | -1 | -6% | 1% | 0% | 22% | 1 | 0% | 4%
Cc1ccc2c(c1)-c1ccccc1S(=O)(=O)N2 | 14% | 16% | -4% | -1 | -1% | -2% | 1% | 14% | -1 | 8% | 0%
CC(=O)NCc1ccc(S(=O)(=O)NC(C)CCc2ccccc2)cc1 (stereo unspecified) | 5% | -27% | x | 3 | 4% | -2% | -2% | 10% | 1 | -2% | 1%

Profiles from above.
CC1N(C)c2cc(NC(=O)c3ccco3)ccc2C1(C)C (stereo unspecified) is entered as MBNL1 CUG block: u; Mito fusion yeast: -1%; PKM2 activator: -2%; TSHR antag: -10; Menin MLL FP TR: u; BCR signal inh: -16%; GALK inh: 0%; Eya2 phos inh: -7%; hERG WT inh: -2; S-ASM inh: 1%; USP2a block: -1%
Nc1ccc(C(=O)NCc2ccccc2)cc1 is entered as MBNL1 CUG block: -2%; Mito fusion yeast: 2%; PKM2 activator: 1%; TSHR antag: 6; Menin MLL FP TR: -2%; BCR signal inh: -9%; GALK inh: 1%; Eya2 phos inh: 5%; hERG WT inh: -3; S-ASM inh: 3%; USP2a block: 0%

Only part of the results is shown; rates above refer to the full screens.
